VHR inh color: inhibitors of human VHR1 phosphatase (DUSP3); recombinant VHR phosphatase, colorimetric substrate read-out; inhibition, % at 20 µM; hit rate 0.7% among 50,000; in the data active means inhibition above about 60%; further: some results filed as inactive read as strong as hits
Target sequence (P51452 whole entry, looked up): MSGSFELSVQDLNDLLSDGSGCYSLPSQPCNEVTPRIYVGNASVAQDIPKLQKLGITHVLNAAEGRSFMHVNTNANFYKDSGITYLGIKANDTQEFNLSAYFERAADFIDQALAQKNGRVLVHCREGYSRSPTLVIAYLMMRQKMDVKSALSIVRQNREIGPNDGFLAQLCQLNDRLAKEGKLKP
Starred values were filed as active, the others as inactive. These rows are one share of the data, so the mix of outcomes need not match the whole.

mol,VHR inh color
COc1ccccc1C1C(C(C)=O)=C(O)C(=O)N1CC1CCCO1 (stereo not drawn),-7
COc1ccc(C(=O)Nc2ccc(N3CCCCC3)c(Cl)c2)cc1OC,5
COc1ccc(C(=O)CC(Nc2ccc(Br)cc2)c2ccc(F)cc2)cc1 (stereo not drawn),23
COc1cc(NC(=O)c2ccc(Cl)c([N+](=O)[O-])c2)ccc1NC(=O)c1ccco1,-8
O=C(NC(=S)N1CCCCCC1)c1cccnc1,-6
COc1ccccc1CN1CCN(S(C)(=O)=O)CC1,-10
CCOC(=O)c1ccccc1NC(=O)c1cccc([N+](=O)[O-])c1C,-15
COc1ccc(OC)c(/C=C2\C(=O)N(c3cccc(C(=O)O)c3)N=C2C)c1,-2
O=C(Nc1c(C(=O)N2CCCCC2)cnn1-c1ccccc1)c1ccccc1Cl,-23
Cn1c(=O)n(Cc2ccc(Cl)cc2)c2ccccc21,-27
COc1ccc(-c2cc(C(=O)OC(C)C)c3cc(Br)ccc3n2)cc1,1
O=C1C2C3C=CC(C4CC34)C2C(=O)N1Cc1ccccc1 (stereo not drawn),-44
CC(NC(=O)C(=O)NCC1CCCO1)c1ccccc1 (stereo not drawn),-20
CCN(CC)c1ccc(NC(=O)C(C)(C)C)cc1,-13
CC(=O)N/C(C)=C1\C(=O)CC2C1C2(C)C (stereo not drawn),4
COc1cc(C2C(C(=O)OCc3ccccc3)=C(C)NC3=C2C(=O)CCC3)cc(Cl)c1O (stereo not drawn),-11
Cc1ccc(-n2nc3cc(C)c(NC(=O)C(C)C)cc3n2)cc1,-20
Cc1ccc[n+](CC(=O)c2cc3ccccc3oc2=O)c1,0
NS(=O)(=O)c1ccc(CNC2CC(=O)N(c3cccc(Br)c3)C2=O)cc1 (stereo not drawn),-26
O=C(/C=C(\O)c1cccc([N+](=O)[O-])c1)C(F)(F)F,-3
COc1ccc(N2C(=O)CC(SC(=N)N3N=C(c4ccc(C)cc4)CC3c3ccc(Br)cc3)C2=O)cc1 (stereo not drawn),-11
O=C1c2cccc3cccc(c23)C(=O)N1CCN1CCN(S(=O)(=O)c2ccc(F)cc2)CC1,-17
COc1nc(Nc2ccc(Cl)c(Cl)c2)nc(N(C)C)n1,-6
O=C(O)c1cc(-c2cccs2)nc2ccccc12,-2
O=C(Cc1ccccc1)NC(NC(=O)Cc1ccccc1)c1ccc(F)cc1,1
COc1ccc(CCNC(=O)c2cc3ccccc3oc2=O)cc1,-19
COC(=O)c1ccc(/C=C2\SC(=S)N(CCCC(=O)Nc3nccs3)C2=O)cc1,12
CCCN1C(=O)C2(c3ccccc31)N1CC3(C)CN2CC(C)(C1)C3=O (stereo not drawn),-56
NC1=NC(=O)/C(=C/c2ccc(OC(=O)c3cccc([N+](=O)[O-])c3)cc2)S1,2
CC(C)OC(=O)c1cc2nc(-c3cccs3)cc(C(F)(F)F)n2n1,-22
c1ccc2cc(CN3CCN(Cc4c[nH]c5ccccc45)CC3)ccc2c1,12
O=C(NN1C(=O)C2C(C1=O)C1C=CC2C12CC2)c1ccc(Cl)cc1Cl (stereo not drawn),-41
COc1ccc(C)cc1NC(=O)Cc1ccccc1[N+](=O)[O-],-1
O=C1/C(=C/c2cccc(Br)c2)SC(=S)N1Cc1ccco1,2
COc1ccc(C(=O)N2c3c(C)cccc3C(Nc3ccccc3C)CC2C)cc1 (stereo not drawn),-2
CCOC(=O)c1c(NC(=O)Cc2cccs2)sc(C)c1C,-15
COc1ccc(/C=C2/NC(=O)/C(=C/c3ccc(OC)cc3)C2=O)cc1,-7
CCCCCCc1nnc(NC(=O)C(C)(C)C)s1,2
Cc1cc(Cl)ccc1OCCN1CCOCC1,10
O=C(c1cccc(F)c1)N1CCCCCC1,-17
CCOc1ccc(NC(=O)c2c(NC(=O)COc3ccccc3)sc3c2CCC3)cc1,12
CC1=NN(c2ccccc2)C(=O)/C1=C\c1c(O)n(-c2ccc(I)cc2)[nH]c1=O,38
CC(C)OC(=O)c1ccccc1OC(=O)c1sc2ccccc2c1Cl,-12
CC(C)(C)NC(=O)c1ccccc1N(Cc1ccccc1)S(=O)(=O)c1ccccc1,-24
CC(C)(C)c1cnnn1-c1ccc(/C=C/C(=O)c2ccccc2)cc1,4
COc1ccc(C(=O)Nc2ccc(NC(=O)c3ccco3)c(OC)c2)cc1Cl,-8
CCC(=O)N(CCC1(c2ccccc2)CCOC(C)(C)C1)Cc1ccc(N(C)C)cc1 (stereo not drawn),-1
O=C(Nc1ccc(N2CCOCC2)cc1)c1ccco1,-18
CC(=O)N(c1ccccc1)c1nnc(C)s1,8
Nc1nnc(SCC(=O)NCCOc2ccccc2)s1,0

The list goes on:
mol,VHR inh color
Cc1cc(C)cc(C(=O)N2CCN=C2c2ccccc2)c1,-11
O=C(Nc1ccc2nsnc2c1Br)c1sc2ccccc2c1Cl,-3
Nc1ccc2nc(SCC(=O)c3ccc(-c4ccccc4)cc3)sc2c1,12
O=C1C(=O)N(C2CCCC2)C(=O)N1C1CCCCC1,-20
CNC(=O)COc1ccc(C23CC4CC(CC(C4)C2)C3)cc1,-6
CCCCCCOc1ccc(N2C(=O)CC(NCCc3ccc(OC)c(OC)c3)C2=O)cc1 (stereo not drawn),-37
Cc1oc2ccc(OCC(=O)C(C)(C)C)cc2c1C(=O)OC(C)C,-23
CC1=C(C(=O)Nc2ccccc2Cl)C(c2ccc([N+](=O)[O-])cc2)NC(=O)N1 (stereo not drawn),-6
CCOC(=O)C(C(C)=O)(N1CCOCC1)N1CCOCC1,2
CCC(C)c1ccc(NC(=O)C2CC2)cc1 (stereo not drawn),-15
CC(C)(C)c1ccc(S(=O)(=O)Nc2ccc(Cl)c(C(N)=O)c2)cc1,-20
Cc1ccc(-c2csc(NC(=O)c3ccc(Cl)c([N+](=O)[O-])c3)n2)cc1,8
Cc1cc(N2CCN(C/C=C/c3ccccc3)CC2)nc2ccccc12,4
COc1ccc(N(CC(=O)NCc2ccccc2OC)S(=O)(=O)c2ccccc2)cc1Cl,2
COc1ccc(-c2nnc(NC(=O)CCc3ccccc3)s2)cc1OC,-30
CCCCNC(=O)c1cc2ncc(Br)cn2n1,-6
O=C1C2C3CCC(O3)C2C(=O)N1c1cccc([N+](=O)[O-])c1 (stereo not drawn),-7
CC(C)(C)c1cc(Br)ccc1OCC(=O)Nc1ccccc1C(F)(F)F,-14
O=C(Nc1ccc(Cl)c(Cl)c1)Nc1nnc(Cc2ccccc2F)s1,-20
Cc1ccc(S(=O)(=O)Nc2ccc(Cl)cc2)cc1[N+](=O)[O-],-13
CC1C(c2ccc(N(C)C)cc2)NC(c2ccc(N(C)C)cc2)C(C)C1O (stereo not drawn),-8
COc1ccccc1C1CC(c2ccc(F)cc2)=NN1c1ccccc1 (stereo not drawn),-3
COC(=O)CNC(c1ccccc1Cl)c1cc(Br)ccc1NC(=O)CCN1CCOCC1 (stereo not drawn),1
c1ccc(NCc2ccc3c(c2)OCO3)cc1,7
CCOc1ccc(C(=O)Nc2cccc(NC(=O)c3cccc4ccccc34)c2)cc1,-37

An excerpt from above in order of SMILES length, highest first:
mol,VHR inh color
CC1=C(C(=O)Nc2ccccc2Cl)C(c2ccc([N+](=O)[O-])cc2)NC(=O)N1 (stereo not drawn),-6
Cc1ccc(-c2csc(NC(=O)c3ccc(Cl)c([N+](=O)[O-])c3)n2)cc1,8
COc1ccc(N(CC(=O)NCc2ccccc2OC)S(=O)(=O)c2ccccc2)cc1Cl,2
CCCCCCOc1ccc(N2C(=O)CC(NCCc3ccc(OC)c(OC)c3)C2=O)cc1 (stereo not drawn),-37
COC(=O)CNC(c1ccccc1Cl)c1cc(Br)ccc1NC(=O)CCN1CCOCC1 (stereo not drawn),1
CC(C)(C)c1ccc(S(=O)(=O)Nc2ccc(Cl)c(C(N)=O)c2)cc1,-20
CC1C(c2ccc(N(C)C)cc2)NC(c2ccc(N(C)C)cc2)C(C)C1O (stereo not drawn),-8
O=C1C2C3CCC(O3)C2C(=O)N1c1cccc([N+](=O)[O-])c1 (stereo not drawn),-7
Cc1ccc(S(=O)(=O)Nc2ccc(Cl)cc2)cc1[N+](=O)[O-],-13
CC(C)(C)c1cc(Br)ccc1OCC(=O)Nc1ccccc1C(F)(F)F,-14
Cc1oc2ccc(OCC(=O)C(C)(C)C)cc2c1C(=O)OC(C)C,-23
Cc1cc(N2CCN(C/C=C/c3ccccc3)CC2)nc2ccccc12,4
COc1ccc(-c2nnc(NC(=O)CCc3ccccc3)s2)cc1OC,-30
COc1ccccc1C1CC(c2ccc(F)cc2)=NN1c1ccccc1 (stereo not drawn),-3
O=C(Nc1ccc2nsnc2c1Br)c1sc2ccccc2c1Cl,-3
CCOC(=O)C(C(C)=O)(N1CCOCC1)N1CCOCC1,2
O=C1C(=O)N(C2CCCC2)C(=O)N1C1CCCCC1,-20
c1ccc(NCc2ccc3c(c2)OCO3)cc1,7

More entries:
mol,VHR inh color
COc1ccccc1C(=O)Nc1ccc2oc(-c3ccncc3)nc2c1,-1
COCCOC(=O)c1ccc(NC(=O)COc2cc(C)c(Cl)c(C)c2)cc1,3
c1ccc(-n2ncc3c2CCc2c-3[nH]c3ccccc23)cc1,-2
COc1ccc(C(=O)NC2=NCCS2)c(OC)c1,0
CC1(C)CC(=O)C2=C(C1)c1c(ccc3ccccc13)NC2c1ccccc1[N+](=O)[O-] (stereo not drawn),7
COc1cc(CN2CCN(C3CCCC(C)C3)CC2)cc(OC)c1OC (stereo not drawn),2
Cc1ccc(P(=O)(CCCO)c2ccc(C)cc2)cc1,-1
COC(=O)c1c(NC(=O)c2ccc([N+](=O)[O-])cc2Cl)sc2c1CCCCCC2,14
O=C1NC(=O)C(=Cc2cccc(OS(=O)(=O)c3ccc([N+](=O)[O-])cc3)c2)C(=O)N1,1
COc1ccc(C2Nc3ccccc3C(=O)N2c2ccccc2)cc1Cn1nc(C)c(Cl)c1C (stereo not drawn),11
Cc1ccc(/C=C(\C#N)c2nc(-c3ccc4c(c3)OCO4)cs2)o1,19
Cc1ccc(C(=O)Nc2ccc3nn(-c4cccc([N+](=O)[O-])c4)nc3c2)cc1,-12
CCOC(=O)c1c(NC(=O)c2ccc(Br)o2)sc2c1CCCC2,-12
O=[N+]([O-])c1cccc(-n2nncc2C23CC4CC(CC(C4)C2)C3)c1,-6
CN1CCN(c2nc3ccc([N+](=O)[O-])cc3s2)CC1,6
Cc1ccc(/C=C2/SC(=S)N(CCC(=O)N3c4ccccc4Sc4ccc(Cl)cc43)C2=O)cc1,-3
Cc1ccc(NC(=O)c2sc(N)c(C(=O)OC(C)C)c2C)cc1,-6
COc1cc(/C=C2/SC(N)=NC2=O)ccc1OCc1ccccc1[N+](=O)[O-],-11
O=C(NC(=S)Nc1c(Cl)cc(Cl)cc1Cl)c1ccco1,2
CC1=C(C(=O)Nc2ccccc2Cl)C(c2cccc(Br)c2)NC(=O)N1 (stereo not drawn),-2
O=C1CSC(=O)N1c1ccc(Cl)cc1,-10
Cc1[nH]c2ccccc2c1C=Nc1cc(Cl)cc(Cl)c1,0
O=S(=O)(c1ccc2c(c1)Cc1cc(S(=O)(=O)N(CCO)CCO)ccc1-2)N(CCO)CCO,-11
O=C(NCc1ccco1)c1cc2nc(-c3ccccc3)cc(-c3ccccc3)n2n1,-42
O=P(c1ccccc1)(c1ccccc1)C1COCCO1 (stereo not drawn),-1
CCOC(=O)C(CCOCCOc1c(C)cc(Cl)cc1C)C(=O)OCC,6
CN(C)/C=C1/C=C(c2ccccc2)OC1=O,-5
Cn1c(N/N=C\c2ccc(Cl)cc2Cl)cc(=O)n(C)c1=O,4
COc1ccc(C(=O)NNS(=O)(=O)c2ccccc2)cc1,-28
COc1ccc(C2=NN(C(=O)CCC(=O)O)C(c3cccs3)C2)cc1 (stereo not drawn),3
COc1ccc(C(=O)N(Cc2ccccc2)c2ccccn2)c(OC)c1,14
CCSc1nc2sc3c(c2c2nnnn12)CCN(C)C3,2
CC(NS(=O)(=O)c1ccccc1)C1COc2ccccc2O1 (stereo not drawn),74
O=C(Nc1ccc2nn(-c3ccc(F)cc3)nc2c1)c1ccccc1[N+](=O)[O-],-1
CC(C)(C)c1ccc(OCC(=O)N/N=C/c2ccc(O)c([N+](=O)[O-])c2)cc1,-15
CC(C)(C)SCCN=C1NS(=O)(=O)c2cc([N+](=O)[O-])ccc21,-10
CCn1c(O)c(/C=N/N=C/c2ccccc2)c2ccc(C3=NNC(=O)CC3)cc21,9
O=C(Nn1cnnc1)c1ccccc1Cl,-13
COCCOC(=O)c1ccc(NC(=O)COc2ccc(Cl)cc2)cc1,-14
COc1ccc2c(c1)C(C)=CC(C)(C)N2S(=O)(=O)c1ccc(NC(C)=O)cc1,-9
O=C(N=Nc1c(O)n(CN2CCOCC2)c2ccc(Br)cc12)c1cccnc1,-10
CS(=O)(=O)N(Cc1ccccc1)c1ccc(C(=O)NCc2ccc(Cl)cc2)cc1,-40
O=C(Nc1ccc(Cl)cc1)c1ccccc1C(=O)c1ccc(Cl)cc1,1
Cn1cc([N+](=O)[O-])cc1-c1nc2ccccc2n1C,11
CCC(C(=O)NCc1ccccc1)c1ccccc1 (stereo not drawn),8
Cc1cc(NCCCO)n2c(nc3ccccc32)c1C#N,30
CC(C)(C)c1ccc(OCCOc2cccc(C=C3C(=O)NC(=O)NC3=O)c2)cc1,-7
COc1ccc2nc(NC(=O)c3ccccc3Br)sc2c1,-3
CC(C)(C)C1=CC(=O)C=C(C(C)(C)C)C1=O,8
COc1cccc(N(CC(=O)Nc2ccc(OC)cc2OC)S(=O)(=O)c2ccccc2)c1,-7
C=CCNC(=O)c1cccc([N+](=O)[O-])c1,-16
O=C(CCC(=O)Nc1ccc(I)cc1)N/N=C/C=C/c1ccccc1,-16
CC1=C(C(=O)OC(C)C)C(c2ccccc2)C2=C(CCCC2=O)N1 (stereo not drawn),-9
